MITF primary: inhibitors of human MITF. O75030. AlphaScreen MITF homodimerization, bead proximity signal. inhibition, % at 2.6 µM. hit rate 0.91% among 650,000; in the data active means inhibition above about 50%;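 further: 0% = vehicle wells with protein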
Target sequence (O75030 whole entry, looked up): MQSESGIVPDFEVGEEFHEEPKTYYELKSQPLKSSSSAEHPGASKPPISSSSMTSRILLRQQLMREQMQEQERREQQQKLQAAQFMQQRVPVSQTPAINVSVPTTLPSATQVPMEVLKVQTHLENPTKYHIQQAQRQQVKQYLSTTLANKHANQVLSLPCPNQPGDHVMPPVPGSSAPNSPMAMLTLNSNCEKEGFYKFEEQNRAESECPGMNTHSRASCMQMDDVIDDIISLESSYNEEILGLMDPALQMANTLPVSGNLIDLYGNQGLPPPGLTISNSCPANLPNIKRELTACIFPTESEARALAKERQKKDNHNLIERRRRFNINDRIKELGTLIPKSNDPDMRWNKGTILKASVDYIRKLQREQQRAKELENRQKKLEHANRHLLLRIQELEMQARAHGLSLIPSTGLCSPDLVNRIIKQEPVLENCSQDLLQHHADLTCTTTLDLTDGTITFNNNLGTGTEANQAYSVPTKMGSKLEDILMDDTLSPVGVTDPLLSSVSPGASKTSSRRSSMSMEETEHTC
GPR151 ag: activators of human GPR151; Q8TDV0; PathHunter beta-arrestin GPR151 cells, luminescence; activation, % at 11.2 µM; hit rate 1% among 650,000; AID 1508602; in the data active means activation above about 4.9%;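 further: 0% = median of compound wells and 100% = cells with positive control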
Target sequence (Q8TDV0 whole entry, looked up): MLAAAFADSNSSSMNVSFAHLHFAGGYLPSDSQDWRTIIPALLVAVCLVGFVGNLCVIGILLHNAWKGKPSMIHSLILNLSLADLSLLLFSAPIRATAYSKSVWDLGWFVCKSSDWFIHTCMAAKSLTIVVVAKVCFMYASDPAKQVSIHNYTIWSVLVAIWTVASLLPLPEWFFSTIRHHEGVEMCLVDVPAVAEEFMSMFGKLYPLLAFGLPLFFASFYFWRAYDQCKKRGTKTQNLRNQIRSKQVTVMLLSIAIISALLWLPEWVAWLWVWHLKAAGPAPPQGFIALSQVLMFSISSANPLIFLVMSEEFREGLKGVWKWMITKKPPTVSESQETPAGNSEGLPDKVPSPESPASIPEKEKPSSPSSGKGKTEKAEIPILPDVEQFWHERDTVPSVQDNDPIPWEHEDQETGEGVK
TEAD-YAP inh: TEAD-YAP interaction inhibition | HEK-TIYL cells, TEAD-Gal4/YAP UAS-luciferase luminescence | inhibition, % at 9.12 µM | hit rate 1.4% among 640,000 | AID 1259422; in the data active means inhibition above about 32%;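 further: 0% = median of test compound wells and 100% = reference inhibitor wells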
FBW7 act: activators of human E3 ligase FBW7; AlphaScreen FBW7–phospho-cyclin E peptide binding, activator screen; normalized activity (activation), % at 26.1 µM; hit rate 0.13% among 650,000; in the data active means normalized activity above about 1.9%;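 further: purified mutant Fbw7 with reduced substrate affinity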
* marks the source's active call; other numbers are inactive results. Not a hit list; about 3.4% have a hit in one of these screens.

(1) COc1ccc(C(c2nnnn2C(C)(C)C)N2CCc3ccccc3C2)cc1 (configuration not stated)
(2) CCC(O)c1nc2ccccc2n1Cc1ccccc1F (configuration not stated)
(3) Cc1sc2c(c1C)CSC(C(=O)NCc1cccnc1)=C2
(4) COc1ccccc1N(CC(=O)NC1CCCCCC1)S(=O)(=O)c1ccccc1
(5) O=C1CCCN1CCn1cnc2c(NCc3ccccc3)nc(Nc3ccccc3)nc21
(6) O=C(Nc1ccc2oc(-c3ccccc3)nc2c1)C1CCCCC1
(7) Cc1ccc(N2C3=C(C(=O)CC(C)(C)C3)C(c3ccc(Cl)cc3Cl)C3=C2CC(C)(C)CC3=O)cc1C
(8) O=[N+]([O-])c1ccc(NCCNS(=O)(=O)Cc2ccccc2)cc1
screen / no.	1	2	3	4	5	6	7	8
FBW7 act	0.1	0.0	-0.1	-0.1	0.2	0.5	0.1	-0.1
TEAD-YAP inh	5	-6	-4	-5	4	-32	7	5
GPR151 ag	0.0	3.7	0.5	1.8	0.1	-1.0	0.5	1.1
MITF primary	9	4	6	-19	22	6	-4	4

Looked up above:
compound 1 – MITF primary: 9
compound 6 – GPR151 ag: -1.0

New compounds follow.
(9) Cc1ccc(/C(O)=C2/C(=O)C(=O)N(CCCC(=O)O)C2c2ccccc2F)cc1 (configuration not stated)
(10) O=C(C1COc2ccccc2O1)N1CCC[C@@H]2CN(CCc3ccccc3)CC[C@@H]21 (some centres not stated)
(11) CC1(C)CC(OC(=O)CCl)CC(C)(C)N1
(12) O=C(CN1CCOCC1)Nc1ccc([N+](=O)[O-])cc1Br
(13) COC(=O)C1C(c2cccc([N+](=O)[O-])c2)c2c([nH][nH]c2=O)CC1(C)O (configuration not stated)
(14) CN(C)c1cccc(Nc2ncc(C(=O)Nc3ccccc3)s2)c1
(15) CC1(C)CC2CC(C)(CN2C(=O)COC(=O)c2ccc(Cl)cc2N)C1 (configuration not stated)
(16) Cc1ccc(-c2nnc(Nc3ccc(Cl)cc3)c3ccccc23)cc1S(N)(=O)=O
screen / no.	9	10	11	12	13	14	15	16
FBW7 act	0.6	-0.1	0.0	-0.1	0.0	-0.1	0.0	-0.1
TEAD-YAP inh	-7	-6	10	19	-2	-26	-2	-3
GPR151 ag	-0.5	2.3	0.0	0.6	1.3	1.5	-0.2	-0.9
MITF primary	3	8	12	-4	7	2	-1	-5

(17) Cc1ccc(-n2[nH]c(C)c(C=Nc3ccc(N=Cc4c(C)[nH]n(-c5ccc(C)cc5)c4=O)cc3)c2=O)cc1
(18) COc1cccc(-c2ccc3nnc(SC)n3n2)c1
(19) O=C(NCCO)c1cccc(-c2cnc3c(NCc4ccc5c(c4)OCO5)nccn23)c1
(20) COc1ccc(/C=N/Nc2nnc(C)c(=O)[nH]2)cc1O
(21) C=CCN1C(=O)NC(=O)/C(=C\c2cccc(OCc3ccccc3Cl)c2)C1=O
(22) OC(c1cccnc1)c1ccc2c(c1)CN(Cc1ccc(F)cc1F)CCO2 (configuration not stated)
(23) O=S(=O)(c1ccc(-c2csc(=Nc3ccc(F)cc3)n2CCCO)cc1)N1CCOCC1
(24) Cc1ccc(Cl)cc1NC(=O)Cn1cnc2c(-c3ccccc3)csc2c1=O
screen / no.	17	18	19	20	21	22	23	24
FBW7 act	-0.2	0.2	-0.1	-0.2	0.1	-0.1	0.0	-0.2
TEAD-YAP inh	1	-20	1	-1	-71	-4	19	1
GPR151 ag	-0.7	0.4	1.4	-0.6	-0.9	-0.8	-0.3	7.3*
MITF primary	0	0	-2	2	-5	-3	19	1

(25) COC(=O)c1cc2nc3c(c(C(F)(F)F)n2n1)CCc1ccccc1-3
(26) COCCNCCCOc1cc(C)cc(C(C)C)c1
(27) COc1ccc(CN2CCN(Cc3ccccc3C(F)(F)F)CC2)c(OC)c1
(28) COc1cc(C#N)ccc1OCc1cccc(C)c1
(29) COc1ccc(-c2cc3ccc(OC(=O)N4CCOCC4)cc3oc2=O)cc1
(30) Cc1ccccc1C1=N/C(=C/c2ccccc2F)C(=O)O1
(31) CO[C@H]1/C=C/O[C@@]2(C)Oc3c(C)c(O)c4c(O)c(cc(O)c4c3C2=O)NC(=O)/C(C)=C\C=C\[C@H](C)[C@H](O)[C@@H](C)[C@@H](O)[C@@H](C)[C@H](OC(C)=O)[C@@H]1C
(32) CC1(C)CC2CC(C)(CN2C(=O)C2CC(c3ccccc3F)=NO2)C1 (configuration not stated)
screen / no.	25	26	27	28	29	30	31	32
FBW7 act	0.3	0.3	0.5	0.0	0.0	-0.1	-0.2	-0.1
TEAD-YAP inh	-1	18	7	-51	-8	1	17	0
GPR151 ag	0.5	-0.1	-0.1	-0.4	-0.2	0.2	-0.4	0.4
MITF primary	15	45	78*	4	2	-1	18	-12

(33) Cc1ccc(C2=NS(=O)(=O)N(C)C(C(=O)NC(C)(C)CO)=C2)cc1
(34) COc1ccc(N2C(=O)c3ccc(Oc4ccc(NC(=O)CSc5ccc(C)cc5)cc4)cc3C2=O)cc1
(35) COc1ccccc1C1C=C(c2ccc(C(C)C)cc2)Nc2nnnn21 (configuration not stated)
(36) CCOc1ccc2nc(NCCNS(=O)(=O)c3ccccc3)c(C#N)cc2c1
(37) N#C/C(=C\c1c[nH]c2ccccc12)C(=O)N1CCc2ccccc2C1
(38) O=C1C2C(c3ccc(F)cc3F)OC3(C(=O)c4ccccc4C3=O)C2C(=O)N1c1ccc(Cl)cc1 (configuration not stated)
(39) CN1C(=O)c2cccc(N3CCN(C(=O)/C=C/c4cccc(F)c4)CC3)c2C1=O
(40) COc1ccc2c(Cl)c(C(=O)NCc3ccc4c(c3)OCO4)sc2c1
screen / no.	33	34	35	36	37	38	39	40
FBW7 act	0.1	0.1	-0.1	0.1	-0.1	-0.2	-0.1	0.0
TEAD-YAP inh	6	3	0	-2	-10	5	-6	-9
GPR151 ag	0.0	-0.6	1.7	-1.1	-0.7	3.3	-1.1	1.1
MITF primary	-4	9	7	-5	-12	3	5	-5

(41) CCNCC(O)COCc1ccccc1Cl (configuration not stated)
(42) O=C(Nc1nnc(-c2ccc([N+](=O)[O-])cc2)s1)c1ccc(Br)cc1
(43) CCN1CCN(c2cc(C)c3cc(NC(=O)c4cccnc4)ccc3n2)CC1
(44) O=C(COc1ccccc1)c1c[nH]c2ccccc12
(45) CCNc1c(C(=O)OCC)cnc2c(F)ccc(C)c12
(46) CCc1cc2c(NCc3ccco3)ncnc2s1
(47) COc1ccc(-c2cc(C(=O)N3CCCC3)c3ccccc3n2)cc1OC
(48) CCc1ccc2[nH]c(C)c(CN3CCCC3)c(=O)c2c1
screen / no.	41	42	43	44	45	46	47	48
FBW7 act	-0.2	0.1	0.1	0.1	0.0	-0.2	-0.1	0.0
TEAD-YAP inh	6	1	2	-62	-1	3	-13	3
GPR151 ag	0.3	1.1	1.4	-0.2	0.1	0.2	-1.4	1.7
MITF primary	43	9	-5	9	-4	-8	1	-1

(49) CC(C(=O)Oc1ccccc1Cl)N1C(=O)C2C3C=CC(C4CC34)C2C1=O (configuration not stated)
(50) COc1ccc(OC)c(NC(=O)COc2ccc(C(=O)Nc3ccc(Cl)cc3)cc2)c1
(51) CC(C)C(NC(=O)C1CCOC1)c1nnc2n1CCN(Cc1ccc(F)cc1F)CC2 (configuration not stated)
(52) CC(C)(C)c1ccc(C(=O)NC(=S)NCC2CCCO2)cc1 (configuration not stated)
(53) COc1cccc(NC(=O)CNC(=O)c2cn(-c3ccccc3OC)c(=O)c3ccccc23)c1
(54) CN1CCN(c2ccc(-c3cnn4c(N5CCC(O)CC5)ccnc34)cn2)CC1
(55) CCN(CC)C(=O)CN1C(=O)C2CC=C(Cl)CC2C1=O (configuration not stated)
(56) O=C(C1CCCC1)N1CCN(c2nc(N3CCCC3)nc(-n3ccnc3)n2)CC1
screen / no.	49	50	51	52	53	54	55	56
FBW7 act	-0.1	0.0	0.0	-0.2	-0.1	-0.2	0.1	0.0
TEAD-YAP inh	-6	-10	8	-33	1	-20	9	3
GPR151 ag	0.6	0.0	-0.3	1.4	-0.3	-1.0	0.2	-0.7
MITF primary	-5	-2	3	2	-6	-7	-3	-1

(57) CCCCN(C)c1ccc(C(=O)OC)cc1NC(=S)Nc1cc(Cl)ccc1OC
(58) O=C(C1CCCN(Cc2c[nH]c3ccccc23)C1)N1CCCCCC1 (configuration not stated)
(59) C/C(=N\NC(=O)c1ccc(O)cc1O)c1cccnc1
(60) CCOC(=O)c1csc(C2COc3ccccc3O2)n1 (configuration not stated)
(61) COc1ccc(CN2CCNC(=O)C2CC(=O)NCCN2CCCCC2=O)c(F)c1 (configuration not stated)
(62) CCN1C(=O)OC2(CCCCC2)C1(C)O (configuration not stated)
(63) COc1cccc(NC(=O)N2CCN(Cc3ccccc3)CC2C(=O)NCc2ccco2)c1 (configuration not stated)
(64) O=S(=O)(c1ccc2ccccc2c1)N1CCN(c2ccc(-c3ccncc3)nn2)CC1
screen / no.	57	58	59	60	61	62	63	64
FBW7 act	-0.1	-0.4	0.0	-0.1	0.0	0.0	0.1	0.1
TEAD-YAP inh	-10	0	15	-10	2	8	8	2
GPR151 ag	-1.6	0.7	2.8	2.0	0.6	0.5	-0.2	1.2
MITF primary	3	41	8	10	6	8	9	-12

Overlap with the part before: 4 entries; new compounds follow.
(61) COc1ccc(CN2CCNC(=O)C2CC(=O)NCCN2CCCCC2=O)c(F)c1 (configuration not stated)
(62) CCN1C(=O)OC2(CCCCC2)C1(C)O (configuration not stated)
(63) COc1cccc(NC(=O)N2CCN(Cc3ccccc3)CC2C(=O)NCc2ccco2)c1 (configuration not stated)
(64) O=S(=O)(c1ccc2ccccc2c1)N1CCN(c2ccc(-c3ccncc3)nn2)CC1
(65) Cc1ccc(N2CCN(c3ccc(N4C(=O)COCC4=O)cc3[N+](=O)[O-])CC2C)cc1 (configuration not stated)
(66) O=C1NCCN(C(=O)COc2ccc(N3CCCC3)nn2)C1c1cccc(F)c1 (configuration not stated)
(67) CN1CCC(=NNC(=O)C2COc3ccccc3O2)CC1 (configuration not stated)
(68) CCOc1ccc(C(=O)N2CCN(c3nc4cc(C)c(C)cc4s3)CC2)cc1
(69) CCOC(=O)c1nn(-c2ccc(C(=O)OC)cc2)cc1O
(70) COc1ccc(CCNC(=O)C2=C(c3cc(C)ccc3C)S(=O)(=O)NC2=O)cc1OC
(71) CC(=O)Nc1nc2ccc(NC(=O)c3cccs3)cc2s1
(72) COc1ccc(NC(=O)/C(=C/c2ccc([N+](=O)[O-])cc2)NC(=O)c2cccc(C)c2)c(OC)c1
screen / no.	61	62	63	64	65	66	67	68	69	70	71	72
FBW7 act	0.0	0.0	0.1	0.1	0.0	0.2	-0.1	0.0	0.0	0.5	0.5	0.1
TEAD-YAP inh	2	8	8	2	5	13	38*	-7	-55	-1	-33	-2
GPR151 ag	0.6	0.5	-0.2	1.2	-0.8	-0.3	-0.2	0.1	-1.0	-1.7	-0.9	0.4
MITF primary	6	8	9	-12	-6	3	-2	14	10	7	11	-9

(73) COc1ccccc1Nc1nc(-c2ccc(F)cc2)cs1
(74) O=S(=O)(c1ccc(F)c(F)c1F)N1CCN(C(=S)Nc2ccccc2)CC1
(75) CC1CCN(C(=O)CSc2nnc3n(C4CCCC4)c(=O)c4ccccc4n23)CC1
(76) Cc1csc(NC(=O)/C=C/c2ccc3c(c2)OCO3)n1
(77) O=C(COc1ccc(Cl)cc1)Nc1ccc(Cl)c2ncsc12
(78) O=C(COc1ccc(Cl)cc1)Nc1c2c(nn1-c1ccc(F)cc1)CS(=O)(=O)C2
(79) O=C(C(c1ccccc1)c1ccccc1)N1CCN(C2CC3CCC2C3)CC1 (configuration not stated)
(80) CCCCOC(=O)c1ccc(NC(=O)COc2cccc(C)c2)cc1
(81) Cc1ccc2c3c([nH]c2c1)C(=O)CC(C)(C)S3
(82) Cc1onc(-c2c(Cl)cccc2Cl)c1C(=O)n1nnc2ccccc21
screen / no.	73	74	75	76	77	78	79	80	81	82
FBW7 act	-0.2	0.6	0.1	0.0	0.2	0.2	0.0	-0.1	0.1	0.1
TEAD-YAP inh	-2	20	11	-9	4	4	6	-3	12	0
GPR151 ag	1.0	0.4	-0.3	-0.2	-1.7	1.2	-1.5	0.3	0.4	0.0
MITF primary	7	13	13	4	-9	8	11	-3	6	12

Screening data from PubChem BioAssay.
